High-throughput results deposited in PubChem by several laboratories.
ADAM17 inh: ADAM17 inhibition, QFRET primary screen | AID 720648 | inhibition, % at 6.95 µM | recombinant ADAM17, EDANS/DABCYL FRET peptide cleavage | 370,000 compounds, 0.83% hits | P78536;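 active = inhibition above the mean of compounds lying between control limits plus 3 SD, set per campaign, cut at about 8.5% in these data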;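 also: 0% = DMSO-only wells as the low control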
Target sequence (P78536 215-824 limits assumed): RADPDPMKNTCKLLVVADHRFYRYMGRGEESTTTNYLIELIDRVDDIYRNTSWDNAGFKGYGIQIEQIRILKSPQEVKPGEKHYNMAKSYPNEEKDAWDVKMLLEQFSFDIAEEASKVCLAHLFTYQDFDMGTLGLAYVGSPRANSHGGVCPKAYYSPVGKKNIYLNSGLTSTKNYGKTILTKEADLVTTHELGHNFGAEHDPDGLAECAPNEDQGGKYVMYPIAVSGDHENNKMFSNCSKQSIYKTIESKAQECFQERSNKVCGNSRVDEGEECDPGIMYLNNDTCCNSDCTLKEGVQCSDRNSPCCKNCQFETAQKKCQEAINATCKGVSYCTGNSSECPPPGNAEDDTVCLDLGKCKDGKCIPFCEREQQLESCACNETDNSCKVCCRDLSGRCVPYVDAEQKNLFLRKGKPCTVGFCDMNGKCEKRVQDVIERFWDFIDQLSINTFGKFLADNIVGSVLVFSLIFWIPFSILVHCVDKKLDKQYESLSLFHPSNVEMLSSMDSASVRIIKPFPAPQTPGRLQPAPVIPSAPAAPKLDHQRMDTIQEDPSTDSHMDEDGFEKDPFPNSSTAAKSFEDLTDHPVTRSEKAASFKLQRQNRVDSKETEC
ssDAF12 agonist: activators of S. stercoralis DAF-12 nuclear receptor; activation, % at 6.8 µM; AID 652126; HEK293 ssDAF-12/GRIP1 lit1-tk-luc reporter, luminescence; % of 3 µM dafachronic acid response; 370,000 compounds, 1% hits;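 active = activation above the mean over all tested compounds plus 3 SD, cut at about 0.9% in these data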;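 also: 0% = DMSO-only wells and 100% = 3 µM delta7-dafachronic acid wells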
GAA850 FXN act: frataxin GAA850 promoter activation. 360,000 compounds, 0.56% hits. HEK293 lucGAA850 FXN promoter luciferase reporter, 24 h; percent of 10 µM SAHA response. activation, % at 6 µM;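 active = activation above the average of all compounds screened plus 3 SD, cutoff fixed separately per campaign, cut at about 7.5% in these data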;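 also: 0% = DMSO wells and 100% = 10 µM SAHA wells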
DAX1 inh-1: blocks DAX1 repression of SF-1 activated StAR promoter; HEK293T StAR-luciferase reporter, SF-1/DAX-1 repression relief; inhibition, % at 6.8 µM; 370,000 compounds, 1.1% hits; AID 652010;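 active = inhibition above the mean over all tested compounds plus 3 SD, cut at about 3.6% in these data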;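 also: 0% = DAX-1 cells with DMSO and 100% = cells lacking DAX-1 with DMSO; higher inhibition means more luminescence from relief of DAX-1 repression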
SMARCA2 activ: activators of SMARCA2 function. MG213 cells, MMTV-luciferase reporter, dexamethasone, overnight. 370,000 compounds, 1% hits. AID 652017. activation, % at 9.1 µM; in the data active = activation above about 7.8%;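 also: 0% = vehicle wells and 100% = reference activator wells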
DAX1 inh-2: inhibitors of human orphan nuclear receptor DAX1 (NR0B1) | P51843 | inhibition, % at 6.75 µM | HEK293 Gal4-DAX1 luciferase reporter, luminescence | 340,000 compounds, 0.99% hits | AID 504766;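 active = inhibition above the mean over all tested compounds plus 3 SD, cut at about 4.2% in these data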;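 also: 0% = DAX1-transfected cells with DMSO and 100% = empty-vector control cells with DMSO; inhibition shows as a rise in luminescence from relieved DAX1 repression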
hgDAF12 agonist: activates the H. glycines DAF-12 receptor ligand-binding domain | HEK293 GAL4-hgDAF12 UAS-luciferase reporter, agonist luminescence; normalized to butyrate control | activation, % at 6.8 µM | 370,000 compounds, 1.8% hits;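 active = activation above a cutoff set at the mean of all screened compounds plus 3 SD, cut at about 10% in these data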;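 also: 0% = DMSO wells and 100% = sodium butyrate wells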
hcDAF-12 act: activators of H. contortus DAF-12 nuclear receptor; HEK293 hcDAF-12 lit1-tk-luc reporter, luminescence; 0% DMSO, 100% Δ7-dafachronic acid; 370,000 compounds, 1.4% hits; activation, % at 6.8 µM;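 active = activation above the mean of all tested compounds plus 3 SD, cut at about 5.5% in these data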;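 also: 100% = response to 3 µM Δ7-dafachronic acid high control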
NPR1 activator: GC-A (human) enzyme activation | HEK293 GC-A cells, cGMP TR-FRET, EC30 ANP; 0% at EC30 ANP, 100% saturating ANP | 370,000 compounds, 0.14% hits | AID 1671463 | activation, % at 10 µM | P16066; in the data active = activation above about 40%
PG9 binder: PG9 antibody binding by small molecule | TR-FRET gp120-PG9 antibody binding | inhibition, % at 6.7 µM | 360,000 compounds, 0.43% hits | AID 624416; in the data active = inhibition above about 8.5%
ADAM10 inh: ADAM10 inhibition, QFRET primary screen. O14672. recombinant ADAM10, EDANS/DABCYL FRET peptide cleavage, 3 h. inhibition, % at 7 µM. 370,000 compounds, 0.62% hits. AID 720582;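 active = inhibition above a per-campaign cutoff equal to the mean of compounds falling between control-based bounds plus 3 SD, cut at about 20% in these data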;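 also: 0% = DMSO wells while the 100% control is not disclosed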
Target sequence (O14672 214-748 limits assumed): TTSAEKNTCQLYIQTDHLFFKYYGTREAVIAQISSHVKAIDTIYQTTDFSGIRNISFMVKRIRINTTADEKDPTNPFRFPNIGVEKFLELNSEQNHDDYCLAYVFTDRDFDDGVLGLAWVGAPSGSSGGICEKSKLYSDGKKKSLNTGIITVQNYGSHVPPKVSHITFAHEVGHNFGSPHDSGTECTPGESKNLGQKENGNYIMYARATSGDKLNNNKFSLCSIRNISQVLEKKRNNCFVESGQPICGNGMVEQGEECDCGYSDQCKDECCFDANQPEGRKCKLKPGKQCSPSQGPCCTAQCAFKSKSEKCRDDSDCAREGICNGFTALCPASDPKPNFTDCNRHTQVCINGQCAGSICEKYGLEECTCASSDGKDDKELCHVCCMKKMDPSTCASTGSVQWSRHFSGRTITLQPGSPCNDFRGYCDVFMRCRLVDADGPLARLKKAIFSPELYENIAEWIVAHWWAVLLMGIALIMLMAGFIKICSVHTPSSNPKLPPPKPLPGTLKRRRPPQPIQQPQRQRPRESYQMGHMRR
An asterisk follows results filed as active; i = inactive; . = no result given.

SMILES	ADAM17 inh	ssDAF12 agonist	GAA850 FXN act	DAX1 inh-1	SMARCA2 activ	DAX1 inh-2	hgDAF12 agonist	hcDAF-12 act	NPR1 activator	PG9 binder	ADAM10 inh
CCOC(=O)c1cc(CC)sc1NC(=O)Cc1ccsc1	-0.3	-1.4	4.3	-0.9	-3.3	-0.6	-3.9	-0.8	-5.9	0.6	3.7
CC(C)(C)OC(=O)C(Cc1ccc(OC(C)(C)C)cc1)NC(=O)CNC(=O)OCc1ccccc1 (stereo not drawn)	13.4*	-0.7	-3.1	-0.9	-4.5	-2.0	-4.4	0.9	-5.2	-0.6	24.6*
CC(C)[C@H](NC(=O)N1CC(=O)Nc2ccccc21)C(=O)N1CCC[C@@H]1C(=O)O	-2.5	-1.6	1.3	1.9	2.3	2.9	0.4	-0.5	0.3	-0.4	-9.4
COC(C/C=C/[C@H](O)[C@H](C)OCc1ccccc1)OC	-0.1	-1.6	1.6	0.4	-0.4	0.6	1.5	0.0	2.4	-2.1	6.5
CC(C(=O)NC1C=CS(=O)(=O)C1)N1C(=O)/C(=C\c2ccccc2)SC1=S (stereo not drawn)	-1.5	-1.2	0.8	-0.5	-1.0	-0.3	2.0	0.2	0.0	-1.2	2.9
COc1cc(/C=C(\NC(=O)c2ccccc2)C(=O)Nc2nccs2)ccc1OC(C)=O	-1.3	-1.5	1.3	-0.1	-0.8	1.6	-2.4	2.2	-0.5	-2.5	4.3
CCOC(=O)CCNC(=O)N1CCCC(CNS(=O)(=O)c2cccs2)C1 (stereo not drawn)	-3.4	-2.0	-1.5	0.0	-3.6	3.2	-0.8	0.1	1.8	0.7	-11.6
O=C(Nc1ccccc1-c1nnn(CC(=O)N2CCCc3ccccc32)n1)c1ccc(Cl)cc1	-1.0	-0.6	-1.1	-0.7	-2.2	0.5	1.6	-3.1	-2.4	1.4	3.0
COc1ccc(CN(Cc2cc3ccc(C)cc3[nH]c2=O)Cc2nnnn2C2CCCC2)cc1	1.4	-0.8	-2.6	-0.1	-2.2	-1.4	-2.6	-1.4	-1.9	-0.7	0.9
Cc1c(Cl)cccc1NS(=O)(=O)c1c(C(=O)N2CCOCC2)c(C)n(C)c1C	-0.7	-1.2	5.6	0.5	-2.3	-0.2	-0.8	-3.1	2.6	-1.9	6.6

One compound at a time, from the list above. Order of values: ADAM17 inh	ssDAF12 agonist	GAA850 FXN act	DAX1 inh-1	SMARCA2 activ	DAX1 inh-2	hgDAF12 agonist	hcDAF-12 act	NPR1 activator	PG9 binder	ADAM10 inh
Shown for CCOC(=O)CCNC(=O)N1CCCC(CNS(=O)(=O)c2cccs2)C1 (stereo not drawn) = -3.4	-2.0	-1.5	0.0	-3.6	3.2	-0.8	0.1	1.8	0.7	-11.6
Shown for CC(C)(C)OC(=O)C(Cc1ccc(OC(C)(C)C)cc1)NC(=O)CNC(=O)OCc1ccccc1 (stereo not drawn) = 13.4*	-0.7	-3.1	-0.9	-4.5	-2.0	-4.4	0.9	-5.2	-0.6	24.6*
Shown for O=C(Nc1ccccc1-c1nnn(CC(=O)N2CCCc3ccccc32)n1)c1ccc(Cl)cc1 = -1.0	-0.6	-1.1	-0.7	-2.2	0.5	1.6	-3.1	-2.4	1.4	3.0

(more compounds)
SMILES	ADAM17 inh	ssDAF12 agonist	GAA850 FXN act	DAX1 inh-1	SMARCA2 activ	DAX1 inh-2	hgDAF12 agonist	hcDAF-12 act	NPR1 activator	PG9 binder	ADAM10 inh
COc1ccc(N2C(=O)C(CC(=O)O)S/C2=C\C(C)=O)cc1 (stereo not drawn)	-1.1	-1.1	-1.5	-0.5	-1.2	0.1	-5.0	-0.9	2.3	0.6	4.3
COc1ccc(Cc2nnc(SCC(=O)Nc3nc(C)cs3)o2)cc1	-0.1	1.0*	-2.8	0.3	0.9	0.5	-0.5	-1.5	2.1	1.6	-3.3
COc1cccc(N(CC(=O)N2CCOCC2)S(C)(=O)=O)c1	-2.4	-0.2	0.5	0.0	0.7	1.1	0.7	-1.5	8.8	-1.1	2.8
COc1ccccc1-c1cccc2[nH]c3c(c12)CCN1C(=O)[C@H]2[C@H](C)ON(C)[C@H]2C[C@@H]31	-226.9	-1.0	.	0.7	4.6	.	-1.2	-2.0	-2.2	1.4	i
O=c1[nH][nH]c2nc(C(F)(F)F)cc(C(F)(F)F)c12	-0.9	-1.1	-2.2	-0.3	-0.6	-1.3	-1.4	-0.5	1.6	0.0	3.5
COC(=O)C1CCN(C(=O)COC(=O)CCc2nc3ccccc3c(=O)[nH]2)CC1	-3.2	-0.5	-0.2	0.6	-3.2	0.5	-2.7	-0.7	3.3	-0.9	-18.0
O=C(COC(=O)CNC(=O)c1ccco1)NCc1ccc(F)cc1	-1.4	-1.4	0.9	-0.2	-2.5	0.9	-1.6	-1.0	-1.8	-0.3	3.8
CC(C)CCNC(=O)c1onc(CSc2ccc(Cl)cc2)c1C(=O)NCCC(C)C	-0.7	-1.2	-1.2	0.1	0.6	-0.6	0.3	-0.9	-1.8	1.7	0.8
CSc1ccc(CNC(=O)Cn2nc(C)c3c(C)n(-c4ccc(C)cc4)nc3c2=O)cc1	-1.8	-1.1	0.2	-0.2	1.0	1.5	1.1	2.9	-1.6	1.0	0.3
COc1cc(C)ccc1OCCOCCOc1ccccc1[N+](=O)[O-]	6.4	-0.8	1.9	0.2	-0.6	-0.5	0.9	0.7	1.3	-1.0	9.8
CCOC(Cn1cc([N+](=O)[O-])c(=O)[nH]c1=O)OCC	-2.8	-0.9	1.5	-2.3	-0.5	1.5	1.1	-0.5	3.4	2.6	-5.4
COc1ccc(C2(C)NC(=O)N(CC(=O)N(c3ccccc3)C3CCS(=O)(=O)C3)C2=O)cc1 (stereo not drawn)	-3.3	-0.1	-1.0	0.3	-0.1	0.1	3.1	4.8	5.6	-0.3	-9.2
CCOc1ccc(S(=O)(=O)NCc2cccnc2)c2ccccc12	-8.2	-1.0	1.2	0.4	-2.4	-0.8	-2.8	-2.5	-1.4	-0.1	-27.4
COc1ccc(S(=O)(=O)Nc2cccnc2)cc1	-2.5	-1.5	2.3	-0.1	-3.0	1.3	2.9	-2.1	2.2	0.6	1.1
COc1ccc(S(=O)(=O)N2CCN(C(=O)c3ccccn3)CC2)cc1	-0.8	-1.5	0.6	-0.8	-0.4	-0.5	0.8	-1.4	-0.3	-1.8	-8.4
Cc1cc(C)c(Cn2c(=O)[nH][nH]c2=O)cc1Cn1c(=O)[nH][nH]c1=O	-1.4	-1.1	-1.6	-0.6	-1.4	2.7	-3.5	-1.0	2.1	-1.7	-10.0
CCCNC(=O)C1(C)CCN(Cc2ccc(Oc3ccccc3)cc2)C1 (stereo not drawn)	-2.6	-1.1	-0.9	-2.4	-4.8	.	-2.9	-1.5	0.5	0.0	-10.8
CS(=O)(=O)c1ccc2nc(NC(=O)C3C4C=CC(C4)C3C(=O)O)sc2c1 (stereo not drawn)	-2.1	-1.1	1.9	-0.1	3.7	2.0	1.8	-0.8	0.5	-1.1	0.9
CC(C)(C)C(=O)N/C(N)=N/c1nc2ccccc2o1	1.0	1.5*	6.2	2.3	0.9	4.8*	13.3*	5.1	6.4	-0.9	5.1
COc1ccc(OC)c(CCNC(=O)c2ccc3c(c2)N(Cc2ccccc2)CCS3)c1	-21.8	-0.4	-0.5	0.0	0.2	-0.2	2.1	2.6	5.1	1.1	-57.6
Cc1ccc(S(=O)(=O)N2CCOCC2)cc1NC(=O)COC(=O)C1CCC1	0.9	-0.7	1.2	-0.2	-1.3	1.4	0.0	-0.8	4.5	0.7	0.5
CC(NC(=O)c1ccccc1F)c1cccc2ccccc12 (stereo not drawn)	2.1	-1.1	-0.9	-0.7	0.3	0.4	0.5	-1.7	-1.9	-0.8	8.4
CCNc1nc(SC)nc(N(C#N)CC(=O)OC)n1	-2.6	-1.1	0.5	-0.2	-2.5	0.9	-1.4	0.3	1.2	1.0	-0.2
COc1ccc(NC(=O)Cc2ccsc2)cc1S(=O)(=O)N1CCOCC1	0.2	-1.3	0.2	0.7	1.4	0.4	0.5	-0.9	0.2	-0.9	5.7
Cc1cccc(OCC(=O)N/N=C/c2cc([N+](=O)[O-])ccc2N2CCOCC2)c1	1.0	-0.8	-1.1	-0.3	7.8	-0.1	-0.5	-2.5	11.6	-1.0	-1.9
Cc1ccccc1NC(=S)NCc1ccc(Cl)cc1	2.4	-1.1	1.8	0.3	-3.8	1.1	-0.4	-2.0	5.1	-1.6	2.8
O=C(NNS(=O)(=O)c1ccccc1)c1ccc(O)cc1	-3.1	-0.7	-5.0	-0.1	-1.2	-0.7	-0.3	-2.0	0.8	-1.6	-3.9
C=CCNC(=O)c1ccc(C)cc1Cl	0.3	-1.6	-3.8	-0.4	1.8	0.1	0.5	-1.7	-2.6	-0.6	5.5
O=C(C[C@H]1CC[C@@H]2[C@H](COC[C@@H](O)CN2Cc2ccc(Cl)cc2)O1)NCCc1ccccc1	-4.0	0.0	.	-1.0	-5.9	.	0.0	-1.4	-0.6	-1.7	-9.2
COC(=O)c1ccc(COC(=O)c2ccccn2)cc1	-1.7	-0.9	0.0	-0.5	-0.7	1.4	2.8	0.4	0.4	-0.3	11.0
CCC(=O)N1CCc2cc(S(=O)(=O)CCC(=O)Nc3ccc(C(C)=O)cc3)ccc21	-2.5	-0.8	3.3	-1.1	-3.2	-0.8	2.5	-0.3	10.1	0.4	-2.1
CCOc1cc(/C=N\NC(=O)CC(=O)NCCc2ccccc2)ccc1O	-15.8	-0.1	-0.6	-0.7	-3.7	-0.3	7.4	2.1	-2.0	-3.8	-38.9
O=C(CCSc1ccccc1Cl)Nc1cccc([N+](=O)[O-])c1	12.1*	-0.8	4.5	0.8	2.6	0.5	10.5*	5.4	-0.7	-2.8	29.2*
O=C(O)/C(=C\c1cccc(OCc2ccccc2)c1)c1ccc(F)cc1	-3.1	-1.1	0.5	-0.1	-2.6	-0.5	0.5	-1.1	0.0	-1.8	-5.3
N#Cc1ccc(-c2ccc(OCC(=O)Nc3cccnc3)cc2)cc1	-9.4	-2.0	-0.2	-12.2	-3.9	-2.3	-9.5	-6.1	8.9	1.3	-14.7
Fc1ccc(NC(=S)N2CCc3ccccc3C2)c(F)c1	-6.7	0.2	2.9	0.8	-0.6	5.6*	1.1	2.9	2.9	1.2	-17.5
O=C(OCc1c(-c2ccccc2)ncc2ccccc12)c1ccccc1C(F)(F)F	-4.3	-0.8	-0.1	0.1	2.1	0.6	2.3	1.6	-4.2	-1.5	3.4
COc1ccc(CNC(=O)C[C@H]2C[C@H](C(=O)N(C(C)C)C(C)C)[C@@]3(C)c4[nH]c5ccc(Cl)cc5c4CCN3C2=O)cc1OC	6.2	-1.4	-5.0	-0.8	-3.8	-2.5	-3.7	-2.6	0.5	3.2	1.8
O=C(NCc1ccccc1)c1ccc(NC(=O)C2CCCO2)cc1 (stereo not drawn)	-3.3	-0.2	1.1	0.5	-2.0	-0.2	4.5	-2.3	4.5	0.0	-10.4
O=C(O)CSc1ncccn1	-2.9	-1.0	1.0	-0.1	1.9	1.4	1.0	0.2	-2.4	0.5	1.5
Cc1onc(-c2ccccc2)c1C(=O)Nc1nc(-c2ccccc2)cs1	-1.0	-0.3	-2.9	0.2	4.1	-0.8	3.6	0.6	2.2	-0.4	2.5
CCCCNC(=O)C(=O)Nc1cc2c3c(c1)CCC(=O)N3CCC2	-1.4	-0.8	1.2	1.0	2.3	0.2	1.2	0.4	0.9	1.6	-5.6
